Glyco luc inh – blocks N-linked glycosylation in D54 reporter cells. 360,000 tested, 0.23% active. D54 ERlucT glycosylation luciferase reporter, 24 h; percent of 100 nM tunicamycin response. reporter increase, % at 12.5 µM;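 active means mean luciferase reporter signal, scaled so untreated is 0 and the glycosylation-blocking control 100, at or above a set limit in every replicate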;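 further: luciferase carries N-glycosylation sites so blocking glycosylation raises the light; 0% = median of neutral control wells and 100% = median of 100 nM tunicamycin wells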
CaV13 ICDI inh – Disruptors of the CACNA1D IQ motif to Ca2+-dependent inactivation inhibitor domain association, primary screening, Förster resonance energy transfer in intact living …; inhibition, % at 12.3 µM; AID 743397; HEK cells, CFP/YFP FRET ICDI-IQ, plate reader, 10 min; percent FRET-ratio fall versus neutral wells; 340,000 tested, 0.098% active;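 active means mean replicate inhibition of at least 30% and at least 1% of replicates passing that level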;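 further: 0% = median of the neutral control wells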
ABHD5-PLIN5 inh – ABHD5-PLIN5 protein interaction inhibition. Q00G26+Q8WTS1. Split G. princeps luciferase complementation, luminescence, 4 h. inhibition, % at 4 µM. 360,000 tested, 0.78% active;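 active means inhibition above the mean inhibition across every tested compound plus 3 SD, cut at about 22% in these data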;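 further: 0% = DMSO only wells and the 100% control is not disclosed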
Exocytosis inh – lytic granule exocytosis inhibition | TALL-104 LAMP-1 surface exposure, flow cytometry; cells stimulated with thapsigargin and PMA | inhibition, % at 10 µM | 360,000 tested, 0.66% active | AID 651702;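 active means inhibition above about 55%, limit read from the data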
MC4R ag barr – agonists of human melanocortin 4 receptor (MC4R) beta-arrestin; P32245; U2OS MC4R beta-arrestin complementation, luminescence; percent of melanotan II response, DMSO zero; activation, % at 8.9 µM; 360,000 tested, 0.98% active;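 active means activation above a per-plate cutoff, the mean activation of sample wells on that plate plus 3 SD, cut at about 8% in these data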
Cardio protect – modulators protecting cardiomyocytes from myocardial damage; 360,000 tested, 0.63% active; protection from H2O2 cell death, % at 20 µM; H9c2 cardiomyocytes, H2O2 injury protection, ATPLite, 2 h;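 active means compounds giving at least 50% protection of heart cells from peroxide-induced death in the single-dose screen, raw or plate-pattern-corrected value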;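 further: 0% = DMSO wells with peroxide and 100% = DMSO wells without peroxide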
PDI turbidity – blocks human protein disulfide isomerase activity; inhibition, % at 10 µM; P07237; AID 588391; PDI insulin aggregation turbidity, A650, 90 min; 350,000 tested, 0.052% active;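 active means mean inhibition across replicates of 30% or more, whatever share of single replicates reach that level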;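 further: absorbance from insulin aggregation driven by PDI reduction with DTT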
Target sequence (P07237 whole entry, looked up): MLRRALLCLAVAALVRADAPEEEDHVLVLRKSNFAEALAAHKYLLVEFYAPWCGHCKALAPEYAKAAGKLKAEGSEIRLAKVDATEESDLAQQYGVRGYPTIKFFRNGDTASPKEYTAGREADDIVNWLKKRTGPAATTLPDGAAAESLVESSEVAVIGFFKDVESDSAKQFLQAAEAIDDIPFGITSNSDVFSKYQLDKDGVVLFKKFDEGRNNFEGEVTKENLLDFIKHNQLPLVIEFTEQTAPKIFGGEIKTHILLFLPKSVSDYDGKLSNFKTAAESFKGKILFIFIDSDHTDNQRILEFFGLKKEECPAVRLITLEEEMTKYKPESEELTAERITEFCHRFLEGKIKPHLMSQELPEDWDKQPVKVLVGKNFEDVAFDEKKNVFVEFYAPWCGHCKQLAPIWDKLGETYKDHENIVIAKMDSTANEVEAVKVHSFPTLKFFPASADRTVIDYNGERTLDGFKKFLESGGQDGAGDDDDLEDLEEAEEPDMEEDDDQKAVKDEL
m5-HT2A agonist – agonists of mouse serotonin 5-HT2A receptor (HTR2A); CHO-K1 mHTR2A beta-arrestin complementation, luminescence; percent of 30 µM serotonin response; activation, % at 7.6 µM; 360,000 tested, 0.66% active;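 active means activation above a run cutoff, the mean activation of all tested compounds plus 3 SD, cut at about 14% in these data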;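 further: 0% = plate median of compound wells and 100% = 30 µM serotonin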
Target sequence (P35363 whole entry, looked up): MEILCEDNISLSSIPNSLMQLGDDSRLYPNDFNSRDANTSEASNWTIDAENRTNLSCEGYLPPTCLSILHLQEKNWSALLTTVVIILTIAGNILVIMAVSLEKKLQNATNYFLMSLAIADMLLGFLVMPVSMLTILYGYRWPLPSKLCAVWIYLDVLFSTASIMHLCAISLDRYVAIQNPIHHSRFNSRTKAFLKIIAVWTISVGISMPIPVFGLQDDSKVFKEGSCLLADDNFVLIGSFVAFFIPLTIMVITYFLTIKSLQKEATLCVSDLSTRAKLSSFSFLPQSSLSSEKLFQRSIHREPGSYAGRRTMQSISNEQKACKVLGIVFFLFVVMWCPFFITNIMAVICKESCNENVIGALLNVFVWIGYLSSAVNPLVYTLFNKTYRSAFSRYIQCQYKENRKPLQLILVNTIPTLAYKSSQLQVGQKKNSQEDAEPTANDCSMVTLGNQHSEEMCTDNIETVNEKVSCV
ABCB6 inh 2 – blocks the human ABCB6 transporter; AID 602162; K562-ABCB6 porphyrin accumulation, flow cytometry, 1 h; stronger effect = lower value; 360,000 tested, 0.19% active; fluorescence ratio to DMSO, % at 10 µM;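 active means fluorescence ratio to DMSO below 75%, the collection mean minus 3 SD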;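 further: signal is porphyrin accumulated inside mitochondria; 100% equals median channel fluorescence of DMSO control wells; lower ratio means ABCB6 inhibition with less porphyrin fluorescence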
MC4R antagonist – antagonists of human melanocortin 4 receptor (MC4R); P32245; AID 540295; MC4R-expressing cells, MTII-stimulated cAMP, LANCE TR-FRET; 360,000 tested, 0.48% active; inhibition, % at 6.5 µM;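 active means inhibition above its plate's cutoff, the mean of tested wells on that plate plus 3 SD, cut at about 29% in these data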;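 further: 0% = Melanotan II alone and 100% = Melanotan II plus saturating MCL0020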
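Material: U2OS-MC4R stable cell line | Reagent: Melanotan II challenge after compound preincubation | Doses: One concentration, 6.5 µM nominal | Incubation: 30-min compound preincubation, 1-h Melanotan II challenge, 1-h detection, room temperature | Signal: TR-FRET cAMP assay | Replicates: One well per compound, no replicates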
Starred values were filed as active, the others as inactive; x = no result given.

Every second line gives: Glyco luc inh	CaV13 ICDI inh	ABHD5-PLIN5 inh	Exocytosis inh	MC4R ag barr	Cardio protect	PDI turbidity	m5-HT2A agonist	ABCB6 inh 2	MC4R antagonist
Nc1c(C(=O)CSc2nnc(Cc3ccccc3)o2)c(=O)[nH]c(=O)n1C1CC1
  1	-4	-9	-1	-1.2	-3	-2	2	88	4
CCCCN(C)C/C(O)=C(\C#N)c1nc(-c2ccccc2)cs1
  0	-6	1	-1	-1.8	3	-5	1	96	-1
N#Cc1cn(Cc2ccccc2)c(=O)[nH]c1=O
  1	-4	10	0	0.2	-1	-1	9	101	-6
Cc1noc(C)c1-c1ccc(C(=O)Nc2ccccc2)c2occc12
  -3	-5	1	-6	-0.1	-4	-9	3	98	11
Cc1ccc(-c2nc(NC(=O)c3cc(C(C)(C)C)nn3C)sc2C)cc1Cl
  -6	0	-8	-1	-0.1	-7	-4	-4	96	21
CCOc1ccc(CC(=O)C2=C(N3CCOCC3)CC(C)(C)CC2=O)cc1OCC
  2	1	4	0	-0.5	-5	1	-1	95	2
O=C(COc1ccc(Br)cc1Cl)NC(=O)Nc1ccc2c(c1)OCCO2
  -2	-3	3	-2	-0.7	-3	-3	0	99	26
Cc1ccccc1C(=O)Nc1cccc(NC(=O)c2ncn[nH]2)c1
  -1	5	-2	-14	-0.8	-2	0	6	96	9
N=C1/C(=C/c2ccc(OC(=O)c3ccco3)cc2)C(=O)N=C2SC=CN12
  4	1	-2	0	-4.1	-7	2	-4	97	-2
CC(C)(C)c1cnnn1-c1ccc(NC(=O)c2ccc3c(c2)OCO3)cc1
  -2	-3	2	-1	-0.5	0	25	1	94	10
COCC(=O)N(C)c1nnc(-c2ccc([N+](=O)[O-])cc2)s1
  1	-9	-11	3	-1.0	-10	9	11	103	9
COc1ccc(/C(O)=C2/C(=O)C(=O)N(CCCN3CCOCC3)C2c2ccc(OC)cc2)cc1 (centres undefined)
  2	-5	-10	26	-0.5	-4	5	-6	98	2
CS(=O)(=O)N(CC(=O)NCc1ccc2c(c1)OCO2)c1ccccc1
  0	-3	-1	-3	-0.7	3	-5	-1	103	11
COc1ccccc1CC(=O)Nc1ccc(S(=O)(=O)N2CCOCC2)cc1
  -3	-2	-2	0	1.5	-5	-7	7	105	-4
COc1ccc(C(CNC(=O)c2sccc2C)N2CCOCC2)cc1 (centres undefined)
  1	-5	-2	-2	0.1	-1	-3	-5	94	7
O=C(CSc1ncn[nH]1)NCCc1ccccc1
  -2	-5	-1	-3	-1.9	1	2	3	93	2
CCOc1ccccc1N=C1SCC(C)N1C(=O)C1CCN(c2ncnc3sc(C)c(C)c23)CC1 (centres undefined)
  -5	-6	5	1	0.7	-8	0	-6	96	6
CC(=O)c1ccc(-c2ccc(C(=O)NCC(c3ccco3)N(C)C)o2)cc1 (centres undefined)
  -3	-6	5	-5	-1.2	2	-12	-5	97	-4
CCOc1ccccc1N1CCN(C(=O)CNC(=O)c2ccccc2F)CC1
  0	-4	-8	14	-0.1	2	4	-1	101	2
Cc1nn(-c2ccc(C(=O)O)cc2)c(C)c1Cl
  0	-5	3	-1	0.6	-15	0	4	102	20
CC(C)Oc1ccc(CCNC(=O)C2CCC(=O)N(C3CCCCCC3)C2)cc1 (centres undefined)
  -1	-2	-4	0	-2.0	-6	5	2	97	15
COc1ccccc1-c1sc2ccccc2c1-c1ccc(O)cc1
  -1	-4	1	0	1.6	-11	0	1	106	6
COc1ccc(CCn2c(NCCCN3CCOCC3)nc3c2c(=O)[nH]c(=O)n3C)cc1
  5	x	-5	1	-1.2	0	-1	0	103	-2
Cc1nc(NCC2CC2)c2nnn(Cc3ccccc3)c2n1
  6	-6	1	-4	-3.5	0	0	5	98	7
CCCCCC(=O)N1C[C@@H](n2cc(-c3ccc(F)cc3)nn2)[C@H](O)C[C@@H]1c1ccc(OC)cc1
  2	-7	-3	-2	1.1	-18	1	-9	92	10
Cc1ccccc1CS(=O)(=O)Cc1ccc(C(=O)NCCCN2CCCC2=O)o1
  3	-5	4	-3	3.0	0	1	8	105	23
O=C(Nc1ccc2c(c1)C(=O)N(CC1CCCO1)C2=O)c1cccc(Br)c1 (centres undefined)
  -2	-3	3	2	1.0	7	-8	-1	94	12
CC(C)(CNC(=O)CNC(=O)c1ccccc1F)N1CCOCC1
  1	-5	-1	6	-3.0	16	-2	-5	94	-7
CC(C)CCNC(=O)CN(C(=O)Cn1nnc(-c2ccc(F)cc2)n1)C1CCCC1
  0	-4	3	-2	-1.9	-2	-2	2	101	7
CCOc1ccc(OC(=O)c2cccnc2)cc1
  1	-5	-6	-6	0.3	4	7	-1	101	18

Every second line gives: Glyco luc inh	CaV13 ICDI inh	ABHD5-PLIN5 inh	Exocytosis inh	MC4R ag barr	Cardio protect	PDI turbidity	m5-HT2A agonist	ABCB6 inh 2	MC4R antagonist
CN(C)Cc1cn(CCC(=O)O)c2ccccc12
  5	x	1	-1	-2.3	3	-2	-2	99	2
Cc1onc(-c2ccccc2)c1C(=O)N1CCN(c2ccccc2)CC1
  -1	-3	0	-8	-3.0	-3	-2	9	105	11
CC(=O)N1C[C@@H](CO)[C@@H](N(C)C(=O)C(C)(C)C)C[C@H]1c1ccccc1
  4	-6	0	-3	x	4	x	-2	98	x
Cc1ccc(S(=O)(=O)N2CCCC2CO)cc1 (centres undefined)
  2	-7	1	-3	0.5	2	7	1	97	1
Cc1cccc(N2C(S)=C(C#N)C(=O)NC23CCCCC3)c1
  4	-3	-6	12	0.2	5	4	-1	102	5
Cc1cccc2cc(CN(C(=O)c3cnccn3)C3CCCCC3)c(Cl)nc12
  -3	-7	-1	-9	6.2	-6	-1	0	96	3
COc1ccc(NC(=O)CN(Cc2ccco2)Cc2ccco2)cc1S(=O)(=O)N1CCCCC1
  -1	-6	-9	1	0.2	2	1	-2	95	1
FC(F)Oc1ccc(NC(=S)NCc2nc3ccccc3[nH]2)cc1
  0	1	-3	3	-0.5	-5	-5	-3	105	7
Cc1ccc(N(C)S(=O)(=O)c2cccc(C(=O)Nc3nc4ccccc4[nH]3)c2)cc1
  -9	-8	1	2	-0.2	6	11	-4	93	17
O=C(NS(=O)(=O)Nc1ccccc1)C1=C(N2CCCC2)COC1=O
  4	-6	0	-2	-0.5	-1	2	9	101	4
Cc1ccc(/C=C/S(=O)(=O)NCCC(=O)NCc2ccccc2F)cc1
  2	-6	1	-1	0.0	-2	-7	-3	94	9
COc1ccc(S(=O)(=O)N2CCSC2c2ccc(OC)c(OC)c2)cc1 (centres undefined)
  -1	-4	3	0	-0.8	-4	4	-2	91	5
COC(=O)c1c(NC(=O)C2c3ccccc3Oc3ccccc32)sc(C)c1C
  -2	x	-9	4	0.4	-18	1	3	102	19
Cc1ccc(SCc2cc(=O)n3[nH]cnc3n2)cc1
  0	x	2	0	-2.5	2	-9	4	95	1
COc1ccc(CCNC(=O)COc2cc(C)cc3oc(=O)cc(C)c23)cc1OC
  0	-4	-3	1	1.0	1	-5	0	106	15
COc1ccc(Cl)cc1Cn1c(C)c(C(=O)NCc2cccc(C(F)(F)F)c2)sc1=O
  -5	-4	-4	-4	2.9	-4	-5	-2	100	13
Cc1ccc(C2=CSC3=NS(=O)(=O)CCN23)cc1
  2	-4	8	-1	1.5	-8	10	8	103	11
CC(=O)c1c(C)nc(-c2cccc([N+](=O)[O-])c2)n1O
  -2	-3	2	-1	-2.9	9	5	-5	94	4
Cc1ccc(-c2c(C(=O)N/N=C/c3sccc3C)nnn2-c2nonc2N)cc1
  1	-2	-4	0	-5.2	6	0	-6	96	-1
CCOc1ccc(CCNC(=O)COC(=O)c2ccc(C)c([N+](=O)[O-])c2)cc1OCC
  2	-5	-1	2	-1.9	-4	-6	-1	99	0
Cc1ccc(S(=O)(=O)N(C)c2ccc(OCC(=O)Nc3ccc(S(C)(=O)=O)cc3)cc2)cc1
  1	-6	3	3	-2.2	-2	-5	-1	95	-1
Cc1ccc(C)c(N(CC(=O)NCc2ccc3c(c2)OCO3)C(=O)CCC(=O)Nc2ccccn2)c1
  0	-6	8	-3	-1.6	5	-2	0	99	15
Cc1cc(C)c(-c2csc(NC(=O)c3n[nH]c(=O)c4ccccc34)n2)c(C)c1
  -12	-5	-3	1	0.7	-13	-1	0	95	8
O=[N+]([O-])c1ccc(C2=Nc3cc(Cl)ccc3OC2)cc1
  -3	-20	-8	-7	0.4	-7	-4	-1	99	4
S=c1[nH]c2cc(-c3ccccc3)ccc2o1
  1	-21	-5	-8	2.3	0	4	3	96	13
O=C(CN1CCN(C(=O)c2ccccc2)CC1)Nc1ccccc1
  3	-6	3	9	1.2	0	8	5	170	5
Cc1ccc(-c2cc(=O)c3ccc(F)cc3[nH]2)cc1
  10	-9	-1	3	-1.6	8	-6	5	100	-7
CNc1nccc(-c2ccc(F)cc2)c1C#N
  0	4	5	-2	1.3	0	-7	-3	84	4
O=C(O)Cc1ccc(-n2cccc2)cc1
  -1	13	2	-4	0.2	-6	1	1	96	-2
CC(C)c1ccc(NS(=O)(=O)c2cccc3cccnc23)cc1
  -6	-3	3	-7	0.9	-9	3	-6	101	1

Every second line gives: Glyco luc inh	CaV13 ICDI inh	ABHD5-PLIN5 inh	Exocytosis inh	MC4R ag barr	Cardio protect	PDI turbidity	m5-HT2A agonist	ABCB6 inh 2	MC4R antagonist
CCN(CC(=O)N1CCCC1)S(=O)(=O)c1ccccc1
  3	0	3	-10	0.6	-4	-6	5	99	13
COc1ccc(C(=O)N2CCC(C)(C(=O)NS(=O)(=O)C3CC3)C2)cc1 (centres undefined)
  1	-5	0	-4	2.5	-1	-74	7	94	7
NC(N)=N/N=C/c1ccc(Br)cc1
  2	-17	4	-2	2.9	-4	1	3	102	-4
O=[N+]([O-])c1ccc(-c2ccc(/C=N/Nc3nc(N4CCCC4)nc(N4CCCC4)n3)o2)cc1
  -9	-22	-3	38	-2.3	-21	-1	0	425	2
CCOC(=O)c1c(C)[nH]c(C)c1C(=O)CN1C(=O)NC(CC(C)C)C1=O (centres undefined)
  5	x	2	1	-2.2	-10	-2	-2	94	2
CC(C)[C@H](N)C(=O)NC[C@H](CC(=O)NC[C@H]1CC[C@H](C(=O)O)CC1)c1ccc(Cl)cc1
  1	-4	-2	-3	-2.2	7	4	5	97	19
CCCNC(=O)Nc1nc2ccccc2s1
  -9	-2	-1	-1	1.4	-9	-3	0	87	-5
CC(C)(C)c1ccc(N2C(=O)CC(c3ccccc3)C2=O)cc1 (centres undefined)
  2	-5	-7	1	-0.6	-3	-5	-5	98	2
CCCCNC(=O)c1nn2c(C(F)(F)F)cc(-c3ccc(OC)cc3)nc2c1Br
  -4	-5	-3	3	-1.9	5	-1	1	103	3
Cc1cccc(COc2ccccc2C(=O)NC2CCC(O)CC2)c1 (centres undefined)
  15	-3	0	-3	-2.1	5	14	-12	94	9
COc1ccc(CCN(C)C/C=C/c2ccccc2)cc1OC
  0	-1	-4	-12	-1.2	6	-7	-2	104	8

Source: PubChem BioAssay
